HCMV antiviral = human cytomegalovirus inhibition; HFF cells, HCMV-luciferase reporter, 72 h; active compounds read low; activity change, negative = inhibition, % at 57.5 µM; 410,000 tested, 4.5% active; AID 1259415; in the data active = activity change below about -60%; inconclusive = no clear call, values can overlap the other calls; inactive = above about -39%
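Inhibition of viral replication was scored as loss of reporter luminescence in HFFs infected with HCMV-luciferase (MOI 1 PFU/cell) for 72 h; compounds tested at 2 doses, normalized to buffer and Salinomycin controls.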
AmpC inh detg = inhibitors of E. coli AmpC beta-lactamase with detergent | P00811 | AmpC hydrolysis of nitrocefin, absorbance 480 nm, 0.01% Triton | Potency, µM (series often up to 114 µM), for inactives: at the top dose activity change, negative = inhibition, usual class: inhibitors | 370,000 tested, 0.041% active;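 also: potency is read from the fitted curve at half-maximal effect; 0% = no-compound wells and -100% = no-enzyme wells; nearly all actives have a fitted effect of over 25% in size; some results filed as inactive show a strong effect at the top dose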
Target sequence (P00811 whole entry, looked up): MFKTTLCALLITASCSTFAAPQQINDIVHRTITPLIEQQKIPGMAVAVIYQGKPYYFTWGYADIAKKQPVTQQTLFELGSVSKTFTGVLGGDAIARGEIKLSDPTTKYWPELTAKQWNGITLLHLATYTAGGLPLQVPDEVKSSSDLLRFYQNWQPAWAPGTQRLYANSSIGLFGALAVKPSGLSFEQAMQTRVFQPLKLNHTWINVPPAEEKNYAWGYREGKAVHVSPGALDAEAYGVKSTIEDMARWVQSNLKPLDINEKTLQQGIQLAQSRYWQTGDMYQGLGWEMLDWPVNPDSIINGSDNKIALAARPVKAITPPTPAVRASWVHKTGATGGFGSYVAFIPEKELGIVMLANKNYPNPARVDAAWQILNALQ
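20 mM phosphate pH 7.0 + 0.01% (detergent screen) or 0.0001% Triton X-100; 5.3 nM AmpC reagent; cpd preinc 15 min RT; nitrocefin (800 uM stock) to start; A480 q20 s × 4 min; Activity was normalised to no-enzyme and no-compound control wells.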
Sm TGR inh = S. mansoni TGR enzyme inhibition | AID 485364 | purified TGR, DTNB reduction, TNB absorbance 405 nm | 360,000 tested, 3% active | Potency, µM (top dose mostly 114 µM), for the others: at the top dose activity change, negative = inhibition, usual class: inhibitors | Q962Y6; also: potency is read from the fitted curve at half-maximal effect; nearly all actives have a fitted effect of over 60% in size
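First, TGR (20 nM dispensed) and NADPH were mixed with compound. Second, a 15 min room-temperature incubation followed. Third, further NADPH and then DTNB were added to start the reaction. Finally, TNB absorbance was monitored kinetically.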
AmpC no deterg = AmpC beta-lactamase inhibition without detergent | P00811 | AmpC nitrocefin hydrolysis, absorbance 480 nm, 0.0001% Triton | Potency, µM (highest dose often 57.1 µM), inactives show top-dose activity change, negative = inhibition, hits mostly inhibitors | 330,000 tested, 0.52% active | AID 485341;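 also: potency is read from the fitted curve at half-maximal effect; plate controls were no compound for no effect and no enzyme for full effect; nearly all actives have a fitted effect of over 20% in size; some results filed as inactive show a strong effect at the top dose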
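AmpC (5.3 nM in the dispensed reagent) in 20 mM phosphate pH 7.0 with 0.01% (detergent screen) or 0.0001% Triton X-100 was preincubated with compounds for 15 min at room temperature. Nitrocefin was then added from an 800 uM solution, and hydrolysis was followed at 480 nm.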
AMA1 RON2 block = inhibitors of Plasmodium falciparum AMA1-RON2 interaction; Potency, µM (top dose mostly 58.2 µM), for inactives: top-dose activity change, negative = inhibition, actives largely listed as inhibitors; 360,000 tested, 0.2% active; AID 720542; AlphaScreen AMA1-biotinylated RON2 peptide binding;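 also: potency is read from the fitted curve at half-maximal effect; 0% = vehicle wells and -100% = peptide control; nearly all actives have a fitted effect of over 45% in size; some results filed as inactive show a strong effect at the top dose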
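AMA1 (3D7) with his tag at 25 nM final met compounds first, then biotinylated RON2 peptide at 25 nM; detection used donor plus acceptor beads, 10 µg/mL apiece, read by AlphaScreen after 30 min at room temperature.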
Giardia FBPA inh = inhibitors of Giardia lamblia fructose-1,6-bisphosphate aldolase. Potency, µM (doses to about 59.6 µM), inactives show at the top dose activity, negative = inhibition, most hits filed as inhibitors. A8B2U2. purified Giardia FBPA. 290,000 tested, 0.71% active; also: potency is read from the fitted curve at half-maximal effect; nearly all actives have a fitted effect of over 55% in size
Target sequence (A8B2U2 whole entry, looked up): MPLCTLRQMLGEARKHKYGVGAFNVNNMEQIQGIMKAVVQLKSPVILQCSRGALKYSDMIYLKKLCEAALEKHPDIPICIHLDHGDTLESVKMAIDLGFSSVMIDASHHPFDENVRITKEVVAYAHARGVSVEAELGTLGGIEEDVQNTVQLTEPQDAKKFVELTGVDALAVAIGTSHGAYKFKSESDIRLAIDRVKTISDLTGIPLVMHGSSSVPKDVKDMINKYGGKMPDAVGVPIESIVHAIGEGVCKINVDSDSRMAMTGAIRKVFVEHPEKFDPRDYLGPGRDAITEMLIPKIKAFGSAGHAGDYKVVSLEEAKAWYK
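40 nM FBPA preincubated 10 min at RT with compound (up to 57.5 uM final), then substrate plus GAPDH/TPI/NAD/arsenate coupling and diaphorase/resazurin added. Fluorescence read after 20 min at RT, 525/598 nm.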
Active calls of the source: *; ? = inconclusive; nt = not tested or not shown; [ ] = remark or other dose. Unless noted, calls follow the shape of the dose curve; as a rule, active = well fitted curve in the direction sought with a large enough effect; inconclusive = small, poorly fitted or top-dose-only effect, or another doubt; inactive = no such curve, though single readings can be large; an effect the other way counts as inactive or inconclusive. Unless noted, % is scaled to controls: 0 for no effect and ±100 for the full control effect.

Values in the order – Giardia FBPA inh, AmpC no deterg, Sm TGR inh, AmpC inh detg, AMA1 RON2 block, HCMV antiviral
CCCc1nc2c(sc3nc4c(cc32)COC(C)(C)C4)c(=O)n1CCN(CC)CC
  9%, -10%, -2%, -5%, -19%, 7
CC(C)(OC(=O)c1cccs1)c1cc2ccccc2c(=O)o1
  nt, -19%, 0%, -1%, 7%, -24
NNC(=O)c1cc(-c2ccc(O)cc2)nc2ccc(Br)cc12
  1%, -27%, 2%, 8%, 76%[activator], -6
Cc1ccc(S(=O)(=O)N2CCN(C(=O)c3cccc(F)c3)CC2)cc1
  -4%, nt, 0%, 1%, -20%, -2
COc1ccc(CN(C(=O)CSc2nnc(-c3ccc(F)cc3)o2)c2ccc(F)cc2)cc1
  -16%, -14%, -27%, -14%, 1%, -18
Cc1cccc(N2CCN(C(=S)Nc3ccc4nc5n(c(=O)c4c3)CCCCC5)CC2)c1C
  -4%, 9%, -1%, -7%, 5%, 73
COc1ccc(-c2ccc(SCC(=O)N3CCOCC3)nn2)cc1
  -3%, -2%, 5%, -15%, 10%, 88
O=c1oc(-c2ccc([N+](=O)[O-])cc2)nc2ccccc12
  2%, -3%, 1%, -3%, -8%, 26
Cc1nnc(SC(C)C(=O)NCC2CCCO2)n1-c1ccccc1 (stereo not drawn)
  12%, -2%, 8%, 1%, -25%, 31
Cc1ccccc1C(=O)Nc1ccc(S(=O)(=O)N2CCOCC2)cc1
  -9%, -5%, -16%, 2%, -2%, nt
CCN(CC(=O)NCc1ccc(Cl)cc1)C(=O)c1cc(OC)cc(OC)c1
  14%, 32%, -7%, -10%, -6%, -4
O=C(COc1ccccc1)N(Cc1cccnc1)c1nc2c(F)cc(F)cc2s1
  nt, nt, -1%, 1%, nt, 0
Oc1cc2c(cc1CN1CCN(c3ccccc3)CC1)OCO2
  -10%, -25%, 1.6µM*, 0%, -15%, -13
Cc1cccc(C)c1NC1=NCCCCS1
  2%, -20%, -1%, ?, -6%, 51
Cc1cc(C)c(NC(=O)CCn2c(=O)c3cccn3c3ccccc32)c(C)c1
  nt, nt, -6%, 1%, nt, -16
COc1ccc(N(CC(=O)NCCc2ccccc2)C(=O)CCC(=O)Nc2nccs2)c(OC)c1
  6%, 63%[activator], 1%, -9%, -1%, -13
Nc1nc(NCC2CCCO2)nc(Nc2ccc(Cl)cc2)c1[N+](=O)[O-] (stereo not drawn)
  0%, 0%, -36%, -3%, -11%, -69*
O=C(Nc1ccc2c(c1)CCC2)c1cccc(S(=O)(=O)Nc2ccccc2Cl)c1
  7%, -16%, -3%, ?, -7%, 24
Cc1ccc(NS(=O)(=O)c2ccc(C)c(NC(=S)NCCN3CCOCC3)c2)c(C)c1
  nt, 59%, nt, nt, 20%[11.6 µM], ?
Cc1ccc(C(=O)N/N=C\c2ccc(-c3ccc([N+](=O)[O-])cc3)o2)cn1
  3%, -15%, 0%, -6%, 2%, 17
O=C(NNC(=O)c1cccc(-n2cccc2)c1)c1ccc(F)cc1
  nt, -42%, 4%, ?, 9%, -19
CC(NC(=O)c1ccccc1)C(=O)NC1CCCc2ccccc21 (stereo not drawn)
  nt, -8%, -2%, -12%, 6%, 3
C/C(=N\Nc1ccc(C(=O)O)cc1)c1ccc2c(c1)Nc1ccccc1S2
  -5%, -43%, -31%, 0%, -13%, 0
Cc1ccc(S(=O)(=O)NCc2ccc(C(=O)NCCc3cccc(C)c3)cc2)cc1
  nt, nt, 7%, 7%, nt, 19
Cc1ccccc1Nc1c(-c2cc(Br)ccc2F)nc2ccccn12
  nt, nt, -2%, 4%, nt, 5
CC(C)n1c(-c2cccnc2)nc2cnccc21
  5%, -9%, -2%, -9%, 9%, ?
CCCCc1nc2cc(C(=O)N3CCCC(COC)C3)ccc2o1 (stereo not drawn)
  9%, 52%, 2%, ?, 18%, 59
C=CCNCCOc1cccc(Br)c1
  -4%, -8%, -2%, -7%, -16%, 18
CCCNC(=O)C1CC(c2ccccc2C(F)(F)F)=NO1 (stereo not drawn)
  nt, -3%, -2%, -11%, -6%, -18
CC1CCCC(C)N1C(=O)c1cccc2c1-c1ccccc1/C2=N/O (stereo not drawn)
  7%, -38%, -11%, 0%, 14%, -35
CC(C)Oc1ccc(CNC(=O)C2CCN(C(=O)c3sccc3-n3cccc3)CC2)cc1
  nt, nt, -3%, 7%, nt, 17
CCOc1ccccc1NC(=O)C1CCCN(S(=O)(=O)c2cccs2)C1 (stereo not drawn)
  nt, nt, 2%, 17%, nt, -8
Cc1cc(=O)n2nc(N3CCCC(C(=O)NC4CCCCC4C)C3)sc2n1 (stereo not drawn)
  8%, -3%, 7%, ?, 6%, -31
Cc1ccc(OC(=O)c2ccc(Cl)c([N+](=O)[O-])c2)cn1
  -2%, -17%, 50µM*, 3%, -4%, 46
CCN(CC)S(=O)(=O)c1ccc(N2CCOCC2)c(NC(=O)c2ccccc2F)c1
  -1%, -1%, -14%, 1%, 1%, -65*
CCOc1cccc(C2c3c(oc4ccccc4c3=O)C(=O)N2c2nc(C)c(C(=O)OC)s2)c1 (stereo not drawn)
  nt, nt, -6%, -4%, nt, 7
COc1ccc(CCN2CCCC(CN(C)C(=O)c3ccoc3)C2)cc1 (stereo not drawn)
  nt, 4%, 8%, 6%, 2%, 27
Cc1ccc2c(c1)c1nc3ccccc3nc1n2CCN1CCOCC1
  -21%, -1%, 5%, -7%, -3%, -14
CCCC(=O)O[C@H]1C[C@@H](C)N(C(=O)c2ccccc2)c2ccc(C)cc21
  13%, 36%, 0%, 5%, 21%, 22
Cc1ccc2nc(SC(C)C(=O)Nc3cccc([N+](=O)[O-])c3)[nH]c2c1 (stereo not drawn)
  -12%, -20%, -5%, ?, 0%, -67*

Entries of single compounds from above.
COc1ccc(-c2ccc(SCC(=O)N3CCOCC3)nn2)cc1 in the list: Giardia FBPA inh = -3%; AmpC no deterg = -2%; Sm TGR inh = 5%; AmpC inh detg = -15%; AMA1 RON2 block = 10%; HCMV antiviral = 88
Cc1cccc(N2CCN(C(=S)Nc3ccc4nc5n(c(=O)c4c3)CCCCC5)CC2)c1C in the list: Giardia FBPA inh = -4%; AmpC no deterg = 9%; Sm TGR inh = -1%; AmpC inh detg = -7%; AMA1 RON2 block = 5%; HCMV antiviral = 73

Continued:
Values in the order – Giardia FBPA inh, AmpC no deterg, Sm TGR inh, AmpC inh detg, AMA1 RON2 block, HCMV antiviral
O=C(CSc1nnc(-c2ccncc2)o1)Nc1cccc(F)c1
  nt, -18%, -2%, -2%, 2%, 38
O=C(Nc1nccs1)c1ccc(COc2ccc(Cl)cc2)o1
  2%, nt, ?, ?, 35%[activator], 10
CCCCC(O)CN1CCC(c2ccccc2)CC1 (stereo not drawn)
  1%, -15%, -9%, -6%, -4%, 25
N#Cc1c(-c2ccc(Cl)cc2)c2c([nH]c1=S)CCCC2
  12%, -53%, -26%, ?, 65%[activator], 14
CC(C)Cn1c(N)c(C(=O)COC(=O)c2ccc([N+](=O)[O-])o2)c(=O)n(C)c1=O
  -29%, -27%[11.4 µM], -17%, ?, -11%, 25
COc1ccccc1-c1nnc(SCC(=O)Nc2ccc(N3CCOCC3)cc2)n1C
  nt, -2%, 4%, 1%, -18%, 14
COc1ccccc1CNc1nc2c(S(=O)(=O)c3ccccc3)nnn2c2ccc(Cl)cc12
  nt, nt, -2%, 3%, nt, 7
CC(=O)Nc1cc(C(F)(F)F)ccc1N1CCOCC1
  2%, nt, 0%, 0%, -6%, 17
O=C(CCCn1c(=O)c2sccc2n(Cc2cc(=O)n3ccccc3n2)c1=O)NCc1ccco1
  9%, 40µM*, -34%, ?, -8%, -39
CN(C)CCCn1c(N)c(C#N)c2nc3ccccc3nc21
  -4%, -10%, 2%, 5%, -2%, 138
CC(C)c1ccc(NC(=O)C(NS(=O)(=O)c2ccc3c(c2)CCC(=O)N3)c2ccccc2)cc1 (stereo not drawn)
  nt, nt, -2%, -1%, nt, 35
CC(C)Sc1nc2c(c(=O)[nH]c(=O)n2C)n1C
  -14%, 6%, 3%, ?, -7%, -17
C=CCC(=O)OCC(=O)Nc1ccc(Cl)cn1
  3%, -21%, -14%, ?, 4%, -6
COC(=O)c1cccc(COC(=O)c2cc3ccccc3oc2=O)c1
  -8%, -32%, 0%, -3%, -7%, 10
Cc1ccc(C2CC(=O)Nc3cc4c(cc32)OCCO4)cc1Br (stereo not drawn)
  nt, nt, -7%, -3%, nt, -15
O=C(Nc1ccccc1F)c1nc(SCc2ccccc2F)ncc1Cl
  nt, nt, 7%, 20%, nt, -10
Cc1ccc(OCc2nnc(SCC(=O)c3cccs3)n2-c2ccccc2)cc1C
  -5%, 15%, 7%, -4%, 5%, 20
Cc1ccc(Cn2c(=O)n(Cc3nc(-c4ccccc4)no3)c(=O)c3cc4c(cc32)OCO4)cc1
  nt, nt, -2%, 1%, nt, -3
COc1cccc(-n2nnc3c(=O)n(CC(=O)N4CCCCC4)cnc32)c1
  -10%, -21%, 0%, -6%, 10%, 12
CC(C)C(=O)Nc1ccc(-c2nc3ccccc3c(=O)o2)cc1
  -2%, -27%, 0%, -4%, 3%, 17
Cc1cc(C)c(NC(=O)CNC(=O)Cc2ccc(S(=O)(=O)N3CCOCC3)s2)c(C)c1
  nt, -22%, -6%, 2%, 4%, 10
Cc1ccc(Cl)cc1NC(=O)C1CCN(S(C)(=O)=O)CC1
  0%, -2%, 14%, 7%, 8%, 22
Cc1ccc(CNC(=O)c2ccc3nc(SCc4ccc(F)cc4)[nH]c3c2)cc1
  nt, nt, 11%, 27%, nt, ?
CN(C)Cc1cc(C(C)(C)C)cc(C(C)(C)C)c1O
  -3%, -8%, -1%, 3%, 4%, 31
O=C1CCC(C(=O)NCc2cccnc2)N1 (stereo not drawn)
  4%, 0%, 3%, -14%, 5%, -17
COCCNc1ccc([N+](=O)[O-])cc1C(=O)NC1CCCc2ccccc21 (stereo not drawn)
  8%, -22%, 7%, -14%, -24%, 35
CCN(CC)S(=O)(=O)c1ccc(NC(=O)CN(c2ccccc2)S(=O)(=O)N(C)C)cc1
  nt, nt, 11%, 20%, nt, -89*
COc1ccc2c(c1)C(=O)N(c1ccc(C)cc1C)C(=O)C2(C)C
  10%, -5%, 1%, -6%, -23%, ?
Cc1ccc(S(=O)(=O)NCc2ccccn2)c(C)c1C
  -8%, -8%, ?, 1%, 11%, -22
CC(C)N1CCN(Cc2cn[nH]c2C2CCCCC2)CC1CCO (stereo not drawn)
  1%, 0%, 13%, -5%, -8%, -10
O=S(=O)(/C=C/c1ccccc1)N1CCN(c2nc(-c3ccccc3)nc3ccccc23)CC1
  0%, -38%, 5%, -4%, -2%, 0
Cc1cc(C)c(OCCNCc2ccccc2)c(C)c1
  ?, -16%, -6%, -16%, -1%, -26
C/C(=N\O)c1cc(Cl)cc(Cl)c1O
  14%, -23%, -5%, -3%, 75%[activator], -16
